# CR mimetic SO = reduction of superoxide in aged yeast, primary screen, HTS. S. cerevisiae aged cells, superoxide DHE fluorescence; active compounds read low. superoxide response (% of plate mean), % at 10 µM. actives 0.18% (n = 330,000). AID 2690, 2010;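 active means superoxide response under a set limit, about three screen SD below normal, cut at about 65% in these data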;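 further: yeast aged for seven days with compound at 30 °C before DHE staining; 100% = average MFI of all compound-treated wells on the plate with controls excluded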
# GRK2 inh = compounds blocking aptamer binding on GRK2 – biochemical, human GRK2, bead flow cytometry, HTS, primary screen | Beta-adrenergic receptor kinase 1 (Homo sapiens), P25098 | FAM-aptamer displacement from GRK2 | inhibition of aptamer binding, % at 10 µM | actives 0.59% (n = 330,000);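 active means inhibition of aptamer binding above 40%, roughly 3 SD of noise, on plates passing a quality check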;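 further: median bead fluorescence of bound FAM aptamer so fluorescent compounds give negative values; no value below 0 was filed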
# RPL19A-GFP yeast = RPL19A-GFP expression modulators in yeast, primary screen, cell-based, S. cerevisiae, multiplex flow cytometry, MLPCN; actives 0.3% (n = 330,000); AID 2025, 2009; S. cerevisiae RPL19A-GFP strain, 3 h; active compounds read low; percent response vs DMSO, % at 10 µM;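 active means percent response vs DMSO below 50%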;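 further: median channel GFP fluorescence of the barcoded RPL19A-GFP strain; ratio of sample median GFP to plate DMSO average so 100% = DMSO; lower means less RPL19A-GFP as with rapamycin TOR inhibition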
# LAP4 TOR yeast = modulators of LAP4-GFP expression in yeast, primary screen, S. cerevisiae, multiplex flow cytometry, MLPCN library | actives 0.34% (n = 320,000) | GFP response vs DMSO, % at 10 µM | AID 2023, 2009 | 3 h; median GFP as percent of DMSO wells;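 active means GFP response vs DMSO above a set limit, about the screen mean plus 3 SD, cut at about 150% in these data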
# VLA-4 inh = inhibition in human VLA-4 binding assay, primary screen, VLA-4 allosteric modulator project, MLPCN library, flow cytometry, VLA-4 expressing cells. Integrin alpha-4 (Homo sapiens), P13612. inhibition, % (about 7 µM as worked out from the volumes in the protocol). actives 0.2% (n = 330,000). AID 2557, 2010. ligand binding flow cytometry; in the data active means inhibition above about 50%
# Target sequence (P13612 whole entry, looked up): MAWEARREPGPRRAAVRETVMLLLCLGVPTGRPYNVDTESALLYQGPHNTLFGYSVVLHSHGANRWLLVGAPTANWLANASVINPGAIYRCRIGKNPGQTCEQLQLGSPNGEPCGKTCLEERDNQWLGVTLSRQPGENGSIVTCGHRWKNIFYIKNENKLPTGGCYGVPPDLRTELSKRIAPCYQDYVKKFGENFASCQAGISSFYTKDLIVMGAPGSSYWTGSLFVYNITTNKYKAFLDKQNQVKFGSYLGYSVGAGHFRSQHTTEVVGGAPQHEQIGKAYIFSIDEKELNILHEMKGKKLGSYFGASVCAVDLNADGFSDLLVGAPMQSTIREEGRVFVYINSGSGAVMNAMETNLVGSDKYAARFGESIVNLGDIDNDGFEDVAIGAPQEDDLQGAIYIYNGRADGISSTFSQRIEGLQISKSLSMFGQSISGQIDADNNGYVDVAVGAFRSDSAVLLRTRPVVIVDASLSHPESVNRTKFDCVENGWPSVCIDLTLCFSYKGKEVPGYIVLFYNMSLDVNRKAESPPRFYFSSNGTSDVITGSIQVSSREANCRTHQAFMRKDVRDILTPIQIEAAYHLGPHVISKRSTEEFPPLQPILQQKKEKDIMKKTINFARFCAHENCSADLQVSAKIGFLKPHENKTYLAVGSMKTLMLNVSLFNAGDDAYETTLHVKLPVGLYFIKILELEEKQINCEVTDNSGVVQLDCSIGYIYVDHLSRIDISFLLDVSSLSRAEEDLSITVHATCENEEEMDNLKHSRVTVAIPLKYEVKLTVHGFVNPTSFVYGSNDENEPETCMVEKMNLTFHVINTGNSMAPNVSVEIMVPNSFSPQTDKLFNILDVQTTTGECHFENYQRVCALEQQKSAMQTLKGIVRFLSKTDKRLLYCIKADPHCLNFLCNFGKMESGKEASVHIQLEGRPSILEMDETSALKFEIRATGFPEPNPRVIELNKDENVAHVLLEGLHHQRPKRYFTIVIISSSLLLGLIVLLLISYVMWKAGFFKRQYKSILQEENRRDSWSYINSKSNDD
# MEP2 TOR yeast = modulators of MEP2-GFP levels in yeast, primary screen, S. cerevisiae, multiplex flow cytometry, MLPCN library; S. cerevisiae MEP2-GFP strain, 3 h; 100% = DMSO control level; GFP response vs DMSO, % at 10 µM; AID 2016, 2009; actives 0.51% (n = 330,000);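 active means GFP response versus DMSO above a set limit, roughly screen mean plus 3 SD, cut at about 180% in these data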;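 further: median GFP fluorescence of the barcode-gated MEP2-GFP cells per well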
# CIT2-GFP yeast = modulators of CIT2-GFP expression in yeast, primary screen, S. cerevisiae, GFP fusion, multiplex flow cytometry, MLPCN library; S. cerevisiae CIT2-GFP strain, 3 h; 100 means same as DMSO wells; GFP response vs DMSO, % at 10 µM; actives 0.065% (n = 320,000);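 active means GFP response relative to DMSO above a set limit, near the screen mean plus 3 SD, cut at about 150% in these data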;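 further: ratio of well median GFP fluorescence to mean of DMSO wells on the plate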
# AGP1-GFP MLPCN = modulators of AGP1-GFP expression in yeast TOR pathway, primary screen, cell-based, multiplex flow cytometry, S. cerevisiae, MLPCN library | AID 2066, 2009 | actives 0.02% (n = 320,000) | 3 h; GFP as percent of DMSO wells | GFP response vs DMSO, % at 10 µM;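 active means GFP response relative to DMSO above a set limit, near screen average plus 3 SD, cut at about 150% in these data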;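 further: median GFP channel fluorescence of the gated AGP1 strain per well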
# Active calls of the source: *; / = no result given. Compounds were not picked by outcome; any-hit rate near 1.7%.
# Results follow in this order: CR mimetic SO	GRK2 inh	RPL19A-GFP yeast	LAP4 TOR yeast	VLA-4 inh	MEP2 TOR yeast	CIT2-GFP yeast	AGP1-GFP MLPCN
[1] Cn1c(SCC(=O)Nc2cc(S(=O)(=O)N3CCOCC3)ccc2N2CCOCC2)nnc1-c1ccncc1
    107	1	98	106	-1	106	107	103
[2] CC1CCCC(C)N1C(=O)CSc1nnc(C2CCCCC2)o1 (stereo unspecified)
    93	0	94	94	-2	100	103	98
[3] NC(=O)c1ccsc1NC(=O)COC(=O)Cc1cccc2ccccc12
    97	1	99	105	14	103	108	101
[4] CCN(CC)C(=O)CSC1=C(C#N)C(c2ccco2)C(C(=O)OCCOC)=C(C)N1 (stereo unspecified)
    102	10	109	101	-4	110	109	104
[5] COCCNC(=O)C(OC(=O)c1ccco1)c1ccccc1OC (stereo unspecified)
    99	1	96	102	16	101	99	99
[6] c1ccc(-c2ccc(C3=Nn4c(nnc4-c4cc(-c5ccccc5)n[nH]4)SC3)cc2)cc1
    101	10	98	94	4	86	100	96
[7] Cn1cc(S(=O)(=O)N2CCc3ccccc3C2)c(=O)n(C)c1=O
    110	22	97	90	3	97	98	97
[8] CCOC(=O)c1c(N2C(=O)C3CC(C)=C(C)CC3C2=O)sc(C)c1C (stereo unspecified)
    114	1	91	90	13	94	89	87
[9] CNC(=O)/C(C#N)=C/c1c(N2CC(C)OC(C)C2)nc2ccccn2c1=O (stereo unspecified)
    107	0	104	97	3	102	105	102
[10] Cc1n[nH]c(C)c1CCC(=O)N/N=C/c1c(C)[nH]c2ccccc12
    92	1	98	106	-9	98	98	102
[11] C#CCOC(=O)c1ccc(-n2cncn2)nc1
    84	5	100	101	-5	99	89	103
[12] O=C(Nc1ccccc1)N1CCSCC1
    99	1	105	116	11	114	110	107
[13] Cn1cnnc1SCC(=O)c1c(N)n(Cc2ccccc2)c(=O)n(C)c1=O
    84	2	99	105	4	108	100	102
[14] Cc1ccc(C)c(NC(=O)CN(C)C(=O)c2cc([N+](=O)[O-])ccc2N2CCOCC2)c1
    86	1	95	98	3	97	106	106
[15] CCOC(=O)c1sc(=NC(=O)C2CC2)n(C)c1C
    101	0	99	125	8	105	95	91

# Sorted by count of non-hydrogen atoms (rising): part of the list above.
# Results follow in this order: CR mimetic SO	GRK2 inh	RPL19A-GFP yeast	LAP4 TOR yeast	VLA-4 inh	MEP2 TOR yeast	CIT2-GFP yeast	AGP1-GFP MLPCN
[15] CCOC(=O)c1sc(=NC(=O)C2CC2)n(C)c1C
    101	0	99	125	8	105	95	91
[10] Cc1n[nH]c(C)c1CCC(=O)N/N=C/c1c(C)[nH]c2ccccc12
    92	1	98	106	-9	98	98	102
[9] CNC(=O)/C(C#N)=C/c1c(N2CC(C)OC(C)C2)nc2ccccn2c1=O (stereo unspecified)
    107	0	104	97	3	102	105	102

# Fetched by compound from above, 7 records:
# Results follow in this order: CR mimetic SO	GRK2 inh	RPL19A-GFP yeast	LAP4 TOR yeast	VLA-4 inh	MEP2 TOR yeast	CIT2-GFP yeast	AGP1-GFP MLPCN
[1] Cn1c(SCC(=O)Nc2cc(S(=O)(=O)N3CCOCC3)ccc2N2CCOCC2)nnc1-c1ccncc1
    107	1	98	106	-1	106	107	103
[14] Cc1ccc(C)c(NC(=O)CN(C)C(=O)c2cc([N+](=O)[O-])ccc2N2CCOCC2)c1
    86	1	95	98	3	97	106	106
[11] C#CCOC(=O)c1ccc(-n2cncn2)nc1
    84	5	100	101	-5	99	89	103
[10] Cc1n[nH]c(C)c1CCC(=O)N/N=C/c1c(C)[nH]c2ccccc12
    92	1	98	106	-9	98	98	102
[2] CC1CCCC(C)N1C(=O)CSc1nnc(C2CCCCC2)o1 (stereo unspecified)
    93	0	94	94	-2	100	103	98
[15] CCOC(=O)c1sc(=NC(=O)C2CC2)n(C)c1C
    101	0	99	125	8	105	95	91
[9] CNC(=O)/C(C#N)=C/c1c(N2CC(C)OC(C)C2)nc2ccccn2c1=O (stereo unspecified)
    107	0	104	97	3	102	105	102

# Carrying on:
# Results follow in this order: CR mimetic SO	GRK2 inh	RPL19A-GFP yeast	LAP4 TOR yeast	VLA-4 inh	MEP2 TOR yeast	CIT2-GFP yeast	AGP1-GFP MLPCN
[16] Cc1nnc(SCC(=O)N(CC(C)C)C2CCS(=O)(=O)C2)s1 (stereo unspecified)
    98	0	101	110	1	103	95	102
[17] CCOc1ccccc1-n1c(SCC(N)=O)nnc1-c1ccc(O)cc1
    90	0	102	105	0	110	103	107
[18] NC(=S)N=Nc1c(O)n(Cc2ccccc2)c2ccccc12
    103	0	104	92	2	105	101	100
[19] Cc1ccc(OCCn2ncc3ccccc3c2=O)c(C)c1
    98	2	107	118	4	115	99	105
[20] CCN(CC)S(=O)(=O)c1cc(NC(=O)C2=COCCO2)ccc1Cl
    92	2	100	104	6	100	96	102
[21] CSc1ccccc1NC(=O)Cn1ccsc1=N
    102	3	86	86	11	93	/	86
[22] O=C(CSc1nnc2sc3ccccc3n12)N1CCN(c2ccccc2)CC1
    90	0	105	105	6	104	104	105
[23] COc1ccc(NC(=O)c2cc3ccccn3n2)cc1
    90	0	95	107	1	102	97	97
[24] O=c1[nH]cnc2scc(-c3ccccc3)c12
    100	4	95	100	2	93	93	/
[25] COc1ccc(-c2noc(CCC(=O)NCCCN3CCC(C)CC3)n2)cc1
    121	0	94	98	4	92	94	96
[26] Cc1ccccc1NC(=O)Cc1nc(COC(=O)C(NC(=O)c2ccccc2C)C(C)C)cs1 (stereo unspecified)
    101	0	102	103	-9	100	99	107
[27] Cc1ccc(S(=O)(=O)N2CCN(c3ccc(C(=O)N4CCOCC4)cc3[N+](=O)[O-])CC2)cc1
    103	0	101	100	-23	111	94	102
[28] O=C(O)c1ccc(/C=C2/SC(=S)N(Cc3ccccc3)C2=O)cc1
    92	2	101	91	-35	98	94	94
[29] Cc1cccc(N(CC(=O)NC2CCCCC2)C(=O)c2c(C)noc2C)c1
    100	0	98	99	-3	103	96	95
[30] Cc1cc(C)nc(-n2ncc3c2CC(c2ccccc2)CC3=O)n1 (stereo unspecified)
    116	19	105	83	-3	92	99	90
[31] CNC(=O)c1ccc(-c2ccccc2)s1
    86	0	100	127	-5	109	92	100
[32] O=C(C1CC1)N(CCN(C(=O)C1CC1)c1ccccc1)c1ccccc1
    97	0	95	93	3	102	102	100
[33] Cc1ccc(C)c(Oc2cc(F)nc(N)n2)c1
    94	3	110	105	10	113	108	106
[34] CC1(C)Cc2c(c(-c3ccco3)nc3sc4c(NCC5CCCO5)ncnc4c23)CO1 (stereo unspecified)
    103	0	92	94	-16	81	77	92
[35] CC(C)(CO)NC(=S)NCc1ccco1
    96	0	99	106	4	103	94	100
[36] C#CCSc1nccc(-c2nn(-c3ccc(C)cc3)ccc2=O)n1
    94	0	99	97	-5	105	97	98
[37] CC(C)C[C@H](NC(=O)OC(C)(C)C)c1nnc(SCc2cccc(F)c2)o1
    92	1	103	95	1	97	102	106
[38] COc1ccc(/C=C/c2nc3cc(-c4ccccc4)ccc3o2)cc1O
    100	1	91	110	-19	131	74	69
[39] COC(=O)c1cn(Cc2cccc(C)c2)nn1
    99	7	100	85	14	100	97	101
[40] CC(C)(C)NC(=S)NCc1ccc2c(c1)OCO2
    92	2	105	101	10	110	105	104
[41] COc1ccccc1C(=O)COC(=O)CN1C(=O)C2CC=CCC2C1=O (stereo unspecified)
    81	0	99	106	0	101	98	110
[42] Cc1cc(C(=O)OCC(=O)NC2CCS(=O)(=O)C2)c2ccccc2n1 (stereo unspecified)
    113	3	100	104	-4	105	103	108
[43] O=C(Nc1ccc2nc(-c3ccc(Br)o3)[nH]c2c1)c1ccco1
    96	0	99	89	-2	95	70	26
[44] COc1ccc(NC(=O)Nc2cccs2)cc1Cl
    81	0	104	93	5	103	102	103
[45] CN(C)c1ccc(/C=C/C(O)=C2/C(=O)N(C)C3(C)CC2c2ccccc2O3)cc1 (stereo unspecified)
    103	0	97	92	-37	101	89	96
[46] CCCS(=O)(=O)N1CCCC(c2nc(-c3ccc(OC)cc3)no2)C1 (stereo unspecified)
    110	5	98	89	20	106	100	99
[47] CCC(CC)C(=O)c1c[nH]c(C(=O)N2CCN(c3ccccc3)CC2)c1
    102	4	100	97	4	106	85	96
[48] CC(C)(O)c1ccccc1CC[C@@H](SCC1(CC(=O)O)CC1)c1cccc(/C=C/c2ccc3ccc(Cl)cc3n2)c1
    95	1	97	111	41	95	84	90
[49] CC(C)CN1CCC(=O)N([C@H](CO)c2ccccc2)CC1
    103	0	105	97	-3	106	108	106
[50] O=C(CSc1n[nH]c(-c2ccccc2)n1)Nc1ccccc1O
    102	4	102	100	17	98	100	102
[51] CN(c1ccc(C(=O)Nc2ccc(Cl)cn2)cc1)S(=O)(=O)c1ccccc1
    88	2	99	119	5	90	89	101
[52] C#C[C@]1(O)CC[C@H]2[C@@H]3CCc4cc(OC5CCCC5)ccc4[C@H]3CC[C@@]21C
    106	1	92	128	53*	97	73	85
[53] Cc1cccc(C(=O)NC2CCN(C(=O)Nc3ccccc3C)CC2)c1
    87	0	102	96	16	102	94	100
[54] NC(=O)c1ccc(-c2nnn(CC(=O)N(C3CCCCC3)C3CCS(=O)(=O)C3)n2)cc1 (stereo unspecified)
    119	0	98	103	6	111	95	91
[55] Cc1cccc(C)c1OCCCCc1c(C)n[nH]c1C
    81	0	98	105	6	97	97	96
[56] COc1ccc(C(=O)Oc2cccnc2)cc1
    99	4	106	101	-4	99	94	90
[57] CCc1nc(C)cn1S(=O)(=O)c1cc(OC)c(C)cc1C
    87	0	99	100	-9	104	100	100
[58] O=C(CSc1n[nH]c(=O)n1-c1ccccc1)Nc1ccccc1C(F)(F)F
    93	4	105	97	-2	109	107	105
[59] COc1cccc(OCCNC(=O)Nc2cc(F)c(F)cc2Cl)c1
    83	4	99	106	-2	105	103	101
[60] Cc1ccc(O)c(C(=O)c2cnn(C(=O)Cc3csc(C)n3)c2)c1
    103	5	96	88	-11	90	95	/
[61] COc1ccc([N+](=O)[O-])cc1NC(=O)c1cccnc1
    98	1	99	99	19	104	98	100
[62] O=C(N/C(=C/c1ccc(F)cc1)C(=O)N1CCCCC1)c1ccco1
    99	0	101	91	-6	89	103	103
[63] O=C1CC2(CCN(C(=O)c3c(F)cccc3F)CC2)Oc2ccccc21
    108	0	93	100	4	101	90	90
[64] CCc1ccc(C(=O)CN2C(=O)C(C)N(c3ccc(C)cc3)C2=O)cc1 (stereo unspecified)
    89	1	108	96	2	107	99	99
[65] CCCN1C2CCCC1CC(NC(=S)Nc1ccc(OC)cc1)C2 (stereo unspecified)
    104	0	105	104	0	65	95	79
[66] O=C1CC(NC(=O)c2ccc(Cl)cc2)C(=O)N1 (stereo unspecified)
    90	1	104	93	4	106	98	96
[67] COc1ccc(C(=O)Nc2ccccc2N2CCCC2)cc1
    90	0	97	103	16	99	87	93
[68] COC(=O)c1[nH]c2cc(OC)ccc2c1N=CN(C)C
    89	1	97	108	22	92	90	99

# Screening data deposited in PubChem by NMMLSC.
